UHRF1 MBD2 ctr: UHRF1 methyl-DNA binding inhibition; Q96T88; 370,000 compounds, 0.75% hits; UHRF1 binding to methylated oligo, TR-FRET; inhibition, % at 4.4 µM; in the data active = inhibition above about 21%;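 also: UHRF1 SRA domain binding a hemimethylated CpG hairpin DNA probe; 0% = median of test compound wells and 100% = reference inhibitor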
PRMT1 inh: inhibitors of human PRMT1; Q99873; recombinant PRMT1, activity-based probe fluorescence polarization; inhibition, % at 2.79 µM; 370,000 compounds, 1.3% hits; AID 652257;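 active = inhibition above about 21% made by adding two undisclosed values, limit read from the data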
Target sequence (Q99873 whole entry, looked up): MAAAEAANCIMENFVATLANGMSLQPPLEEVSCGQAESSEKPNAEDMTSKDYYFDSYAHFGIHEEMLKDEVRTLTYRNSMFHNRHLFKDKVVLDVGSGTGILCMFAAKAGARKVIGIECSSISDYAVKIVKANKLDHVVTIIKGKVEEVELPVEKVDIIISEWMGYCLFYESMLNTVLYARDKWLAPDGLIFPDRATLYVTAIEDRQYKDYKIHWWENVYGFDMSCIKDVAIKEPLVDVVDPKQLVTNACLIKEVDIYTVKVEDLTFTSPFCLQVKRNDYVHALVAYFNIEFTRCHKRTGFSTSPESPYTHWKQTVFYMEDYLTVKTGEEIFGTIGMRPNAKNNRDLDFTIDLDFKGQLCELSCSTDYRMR
ABHD4 inh: ABHD4 (mouse) inhibition, primary FP screen; Q8VD66; 370,000 compounds, 0.54% hits; inhibition, % at 8.92 µM; purified mABHD4, FP-Rh probe fluorescence polarization;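 active = inhibition exceeding the mean over every tested compound plus 3 SD, cut at about 30% in these data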;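 also: 0% = plate median of compound wells and 100% = S159A mutant with DMSO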
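Test system: mABHD4 protein | Buffer or medium: HEPES pH 7.0 buffer, 150 mM NaCl, 0.01% Pluronic F-127 | Probe or stimulus: FP-Rh fluorescent activity-based probe, added after compound pre-incubation | Timing: Pre-incubation 45 min, probe exposure 60 min, at 25 °C | Technique: Fluorescence polarization, excitation 525 nm, emission 598 nm, BODIPY TMR filters | Repeats: Single well per compound (singlicate)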
PG9 binder: binds the HIV-1 gp120 antibody PG9 | TR-FRET gp120-PG9 antibody binding | inhibition, % at 6.7 µM | 360,000 compounds, 0.43% hits | AID 624416; in the data active = inhibition above about 8.5%
DDE Tn7 FP inh: inhibitors of Tn7 peptide binding to human fibrin DD(E); P02675; FP displacement of FITC-Tn7 peptide from fibrin DD(E); 0% = median of compound wells per plate; inhibition, % at 8.3 µM; 370,000 compounds, 0.13% hits; AID 720508;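 active = inhibition above the mean of compounds falling within the control limits plus 3 SD of them, cut at about 14% in these data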;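 also: 0% = plate median of compound wells and 100% = 10 µM Aha-Tn7 peptide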
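Assay system: Human fibrin DD(E) protein | Medium: Tris buffer with calcium and detergent, pH 7.8 | Reagent: 0.1 µM fluorescent Tn7 | Compound dosing: Single point at 8.3 µM | Times: 10 min preincubation, 3 h with tracer, room temperature | Detection: Fluorescence polarization of the labelled Tn7 tracer | Controls: Aha-Tn7 high control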
LEDGF integ inh: blocks HIV-1 LEDGF/p75-dependent DNA integration; TR-FRET IN-LEDGF/p75 DNA integration, Eu/Cy5; inhibition, % at 3.7 µM; 370,000 compounds, 0.64% hits; AID 743269;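 active = inhibition above the screen-wide mean plus 3 SD, cut at about 13% in these data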;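 also: signal is the Cy5 over europium emission ratio at 671 and 618 nm; 0% = plate median of compound wells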
SIAE primary: inhibitors of human sialic acid acetylesterase SIAE. Q9HAT2. SIAE FP-Rh probe binding, fluorescence polarization. 370,000 compounds, 0.69% hits. AID 1053197. inhibition, % at 9.66 µM;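 active = inhibition above a cutoff: mean of compounds within the control limits plus 3 SD of those, cut at about 17% in these data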;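 also: 0% = plate median of compound wells and 100% = probe without SIAE protein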
TCR-CD3 inh: blocks the human TCR-CD3 interaction | TAMRA-labeled TCR probe fluorescence, biochemical | inhibition, % at 9.4 µM | 360,000 compounds, 0.37% hits | AID 651800; in the data active = inhibition above about 19%;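 also: recombinant mutant TCR 2C K166C tagged with TAMRA read by polarization; 0% = receptor in buffer alone and 100% = receptor with positive control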
HTRA1 inh: HTRA1 (human) protease inhibition; recombinant HTRA1, FP-rhodamine activity-based probe, fluorescence polarization; Q92743; inhibition, % at 5.96 µM; 340,000 compounds, 0.5% hits; AID 504803; in the data active = inhibition above about 36%;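 also: 0% = enzyme with DMSO and 100% = wells lacking enzyme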
Target sequence (Q92743 whole entry, looked up): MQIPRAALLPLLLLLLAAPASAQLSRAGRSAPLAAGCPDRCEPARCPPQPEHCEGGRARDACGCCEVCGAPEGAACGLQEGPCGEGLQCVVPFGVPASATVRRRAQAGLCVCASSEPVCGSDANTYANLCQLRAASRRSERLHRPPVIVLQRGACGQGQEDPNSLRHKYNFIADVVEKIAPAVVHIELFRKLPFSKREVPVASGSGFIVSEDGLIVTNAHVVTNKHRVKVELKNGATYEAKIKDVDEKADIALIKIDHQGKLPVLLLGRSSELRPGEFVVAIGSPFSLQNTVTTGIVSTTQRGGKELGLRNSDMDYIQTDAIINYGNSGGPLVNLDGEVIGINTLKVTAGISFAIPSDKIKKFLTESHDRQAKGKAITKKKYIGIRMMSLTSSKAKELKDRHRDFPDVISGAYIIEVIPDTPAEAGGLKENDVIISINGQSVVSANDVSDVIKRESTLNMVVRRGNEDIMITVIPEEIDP
TDP2 absorb: TDP2 (human) inhibition, absorbance primary screen; inhibition, % at 12.8 µM; recombinant TDP2, T5PNP hydrolysis, p-nitrophenol absorbance 415 nm; 370,000 compounds, 0.34% hits; O95551;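 active = inhibition above the mean of all tested compounds plus 3 SD, set per campaign, cut at about 25% in these data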;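 also: 0% = DMSO with enzyme and 100% = buffer with substrate but no TDP2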
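test system = human TDP2 enzyme | input = TDP2 enzyme at 120 nM final | medium = 50 mM Tris-HCl pH 7.5 with Mg2+, KCl, DTT, BSA | also added = T5PNP substrate, 5 mM | times = 2 h at 37 °C | technique = epi absorbance | benchmarks = high control without enzyme, low control DMSO plus TDP2 | replication = each compound tested once, singlicate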
* marks the source's active call; other numbers are inactive results; . = not tested or not shown.

The line under a structure holds: UHRF1 MBD2 ctr	PRMT1 inh	ABHD4 inh	PG9 binder	DDE Tn7 FP inh	LEDGF integ inh	SIAE primary	TCR-CD3 inh	HTRA1 inh	TDP2 absorb
- O=C(NCc1cccnc1)C(=O)NCC1OCCCN1S(=O)(=O)c1ccc(F)cc1 (centres undefined)
→ 0	-1	-3	-0.6	-9	1	-5	1	2	10
- Cc1ccccc1CN(c1ccc(C(N)=O)cc1)S(C)(=O)=O
→ 3	2	7	2.0	4	2	-3	-2	2	-7
- CSC(SC)=C(C(C)=O)C(=O)c1ccc(C)cc1
→ -1	2	-5	-3.0	-2	2	6	-5	5	-2
- NS(=O)(=O)c1ccc(CCNC(=O)C2CCCN(S(=O)(=O)c3cccnc3)C2)cc1 (centres undefined)
→ 0	7	-3	-1.7	6	-1	-11	-8	0	-5
- O=C(CSCc1ccc([N+](=O)[O-])cc1)N/N=C/c1cccnc1
→ 10	0	4	-2.2	1	-4	2	-2	2	-2
- Cc1nc2ccc(S(=O)(=O)N(C)CC(=O)NC(C)c3ccccc3)cc2s1 (centres undefined)
→ -1	-1	2	-1.9	-3	0	-1	1	9	13
- Cc1ccc(-c2nc(CS(=O)CC(=O)NCc3ccco3)c(C)o2)cc1 (centres undefined)
→ -2	3	7	0.1	2	0	-1	2	4	6
- Cc1cc(O)c(C(C)C)cc1NC(=O)Nc1ccc([N+](=O)[O-])cc1
→ -2	2	1	-0.8	-11	0	7	1	-4	9
- Cc1ccc(S(=O)(=O)N[C@H](C(=O)NC2CCC(C)CC2)C(C)C)cc1 (some centres undefined)
→ 0	0	1	-0.9	-1	-2	8	1	-8	-7
- CC(C)(C)c1ccc(S(=O)(=O)Nc2noc3ccccc23)cc1
→ 0	3	30*	-2.2	-1	-2	5	0	-1	10
- O=C(NCc1ccc2c(c1)OCO2)c1ccc(COc2cccc(Cl)c2)o1
→ -3	2	-16	-3.3	2	3	-14	7	-41	-3
- Cc1cccc(NC(=O)c2nc[nH]c2C(=O)NCCN(CCNC(=O)c2[nH]cnc2C(=O)Nc2cccc(C)c2)CCNC(=O)c2[nH]cnc2C(=O)Nc2cccc(C)c2)c1
→ -2	-2	4	-1.5	-1	-2	-130	4	-3	-3
- CC(=O)C1=C(C)NC(SCC(=O)c2cc(Cl)ccc2Cl)=C(C#N)C1c1ccco1 (centres undefined)
→ 5	18	7	-1.3	8	-2	-2	1	3	0
- CCOC(=O)N1C(=O)[C@](c2ccc(Cl)cc2)(C(C)C)N1C(=O)OCC
→ -1	0	2	-0.6	2	-1	-2	-5	-4	6
- O=C(N/N=C/c1ccccn1)c1cc(-c2cccc3ccccc23)n[nH]1
→ -4	-2	-20	0.8	-1	0	-25	0	16	-1
- NS(=O)(=O)c1ccc(NC(=S)NCCc2ccccc2)cc1
→ 1	14	0	-0.3	-4	-3	6	8	-4	4
- Cc1ccccc1C(=O)NC1CCCCN(Cc2ccc(Cl)cc2)C1=O (centres undefined)
→ -1	2	2	.	-2	-2	-2	.	.	5
- C=CCn1cc(C(=O)NCCN(CC)CC)c(=O)c2cc(S(=O)(=O)N3CCCCCC3)ccc21
→ -1	-5	1	1.5	1	1	1	-3	-1	14
- O=C(CSc1nc2ccccc2c(=O)n1-c1ccc(F)cc1F)Nc1ccc(N2CCOCC2)cc1
→ -1	1	5	-0.6	-8	0	7	-6	0	-9
- Nc1ccn([C@@H]2O[C@H](C(=O)N[C@H](Cc3ccccc3)C(=O)N3CCN(C(=O)N4CCOCC4)CC3)[C@@H](O)[C@H]2O)c(=O)n1
→ -1	-10	2	0.2	4	6	10	6	.	5

Single records (already shown). Order of values: UHRF1 MBD2 ctr	PRMT1 inh	ABHD4 inh	PG9 binder	DDE Tn7 FP inh	LEDGF integ inh	SIAE primary	TCR-CD3 inh	HTRA1 inh	TDP2 absorb
Entry for Cc1ccc(S(=O)(=O)N[C@H](C(=O)NC2CCC(C)CC2)C(C)C)cc1 (some centres undefined) = 0	0	1	-0.9	-1	-2	8	1	-8	-7
Entry for Cc1ccc(-c2nc(CS(=O)CC(=O)NCc3ccco3)c(C)o2)cc1 (centres undefined) = -2	3	7	0.1	2	0	-1	2	4	6

(continued)
The line under a structure holds: UHRF1 MBD2 ctr	PRMT1 inh	ABHD4 inh	PG9 binder	DDE Tn7 FP inh	LEDGF integ inh	SIAE primary	TCR-CD3 inh	HTRA1 inh	TDP2 absorb
- CCOC(=O)c1c(NC(=O)C2=COCCO2)sc2c1CCN(C(=O)OC)C2
→ 0	-3	-2	0.4	-7	3	0	-2	3	-4
- Cn1c(CCC(=O)OCC(=O)NCC(F)(F)F)nc(=O)c2ccccc21
→ -1	-5	-2	-0.9	3	-2	3	4	5	7
- COc1cc(SC)ccc1C(=O)N1CCN(c2ccc(O)cc2)CC1
→ -2	13	16	-2.7	-10	3	1	4	3	-1
- CC(CN1C(C)CCCC1C)OC(=O)c1ccc(F)cc1 (centres undefined)
→ 0	-3	1	0.1	-9	-1	8	8	12	3
- CC1=C(C(=O)N2CCOCC2)CC(CC(=O)NCC2CCCCC2)C(=O)N1CCCN1CCCC1=O (centres undefined)
→ 0	0	2	-0.5	5	-3	-1	9	4	-2
- COc1ccc(C(=O)N2CCCC(Nc3ccc(C)c(C)c3)C2)cc1 (centres undefined)
→ -1	-1	0	-2.8	5	-1	8	5	0	8
- O=S(=O)(c1ccc(Cl)cc1)N1CCSC1c1ccco1 (centres undefined)
→ 2	2	-6	-1.4	4	2	-2	3	-2	4
- CCCCN(C(=O)c1ccc([N+](=O)[O-])s1)c1c(N)n(CC(C)C)c(=O)[nH]c1=O
→ 0	-2	4	-1.3	5	3	-1	4	4	-1
- CCOC(=O)c1c(CSc2ccccc2)oc2ccc(O)cc12
→ -2	1	-17	-1.7	1	0	-5	7	-29	-9
- C=CCn1c(COc2ccccc2F)nnc1SCC(=O)Nc1cc2oc3ccccc3c2cc1OC
→ 1	-1	-1	0.0	-2	-1	-15	3	-75	-3
- COc1cc(NC(=O)CSc2nc3ccccc3cc2C)c(C(=O)O)cc1OC
→ 6	-1	3	-2.3	-4	1	4	3	-2	-11
- CC1(C(=O)NS(=O)(=O)c2cccc(Cl)c2)CCN1C(=O)C/C=C/c1ccccc1 (centres undefined)
→ 3	10	1	-0.9	1	-2	-2	6	.	12
- O=C(COc1ccccc1F)N/N=C1\CCCc2ccccc21
→ 1	-2	-7	-0.4	-4	0	-9	-13	-5	-11
- CCN(CC)c1ccc(N=Cc2cc(Br)ccc2O)cc1
→ -4	22*	45*	-11	1	24*	11	8	60*	-3
- CC(C)(O)C#Cc1ccc(CN2CCN(C3CCCCC3)C(CCO)C2)s1 (centres undefined)
→ 1	-1	-2	-3.2	1	0	-1	0	-3	-12
- O=S1(=O)C=CC(c2ccccc2)C1 (centres undefined)
→ 1	-3	8	0.1	0	0	2	1	-1	5
- CCN1C(=O)N[C@@H](c2ccccc2)[C@@H](C(=O)OC)[C@H]1C
→ -1	-1	12	0.7	-7	-1	-4	6	0	5
- O=C(c1cccs1)N1CCN=C1SCc1cccc(F)c1
→ 0	-3	0	-1.4	3	-1	1	-2	7	-17
- O=C(CSCSCC(=O)NCC1CCCO1)NCC1CCCO1 (centres undefined)
→ -3	0	-1	-0.3	5	-2	-1	7	-4	-2
- Cc1ccc2c(c1)C(=O)C(=O)N2c1ccc(C(F)(F)F)cc1
→ 1	-1	6	0.9	1	-2	7	3	-8	-6
- O=C1c2oc3ccc(Cl)cc3c(=O)c2C(c2ccco2)N1CCN1CCOCC1 (centres undefined)
→ -1	-2	5	-3.6	-3	4	7	-6	1	-18
- O=C(COC(=O)CCc1nc2ccccc2c(=O)[nH]1)NC1CCS(=O)(=O)C1 (centres undefined)
→ -2	-4	0	0.8	2	2	-1	5	1	12
- Brc1cc2c(cc1-c1nc3ccccc3s1)OCO2
→ -3	6	0	1.7	1	-1	-6	1	-11	6
- CN(CC(=O)Nc1ccccc1C(F)(F)F)C(=O)C1=COCCO1
→ 0	2	-1	1.4	3	1	-2	4	7	1
- O=C(NC1CC1)C1CCN(C2CCN(C(=O)Cc3ccc(F)cc3)CC2)CC1
→ 2	5	8	0.8	-2	-6	0	-5	-4	6
- COc1cc(SC)ccc1C(=O)OCC(=O)N1CCCC1
→ 15	12	0	-0.2	-3	-1	0	-6	2	-9
- O=C(c1ccc(Cl)c(S(=O)(=O)N2CCCC2)c1)N1CCN(c2ncccn2)CC1
→ 3	0	-12	-2.1	6	-9	-8	-4	1	2
- CCn1cc(C(=S)N2CCC(C(N)=O)CC2)c2ccccc21
→ 4	5	1	-0.8	0	-3	-2	-4	-2	1
- Cc1cccc(NC(=O)NCCN2CCN(c3ccccc3)CC2)c1C
→ 2	9	3	1.6	-8	-5	1	-1	-9	1
- CCn1c(=NC(=O)C2COc3ccccc3O2)sc2c(OC)ccc(OC)c21 (centres undefined)
→ -1	-2	4	-1.2	-3	1	-3	-6	-19	14
- CCN=C1SC(C(N)=O)CC(=O)N1CC (centres undefined)
→ 1	1	0	9.0*	5	1	-1	7	-6	6
- CCCOc1ccc(/C(O)=C2/C(=O)C(=O)N(CCN3CCOCC3)C2c2ccccc2)cc1 (centres undefined)
→ 2	1	1	-0.4	-6	2	0	3	3	6
- Cc1ccc(N(CC(=O)Nc2c(C)n(C)n(-c3ccccc3)c2=O)S(C)(=O)=O)cc1C
→ 1	0	6	0.8	-4	-4	-2	-7	5	-15
- O=C(NC1=NCCS1)C1Cc2ccccc2CN1C(=O)c1ccccc1 (centres undefined)
→ -3	3	7	-1.3	-6	-1	0	-1	-5	7
- Cc1cc(Br)cc2c(C(=O)NCC3CCCO3)cc(-c3ccccc3)nc12 (centres undefined)
→ 2	-3	0	2.9	-9	4	13	-1	-2	-2
- Oc1ccc(/C=N/Nc2ccc(C(F)(F)F)cn2)cc1
→ 2	0	-7	-0.4	-10	10	6	-13	5	-17
- COc1ccccc1/C=C(/C(=O)NCCCn1ccnc1)c1ccccc1
→ 0	-1	0	-0.2	1	1	-5	2	3	1
- CC1CC(C)CN(C(=O)Cn2c(=O)n(CCCCC(=O)NC3CCCC3)c(=O)c3ccccc32)C1 (centres undefined)
→ 8	0	4	-2.9	-1	-1	6	2	-5	-3
- COC(=O)c1ccc(COc2cc(O)c3c(c2)OC(C)(C)CC3=O)cc1
→ 0	-2	2	1.4	-4	2	-6	14	-32	-13
- CCN(CC)c1ccc(C(=O)NNC(=O)Cn2c(=O)cnc3ccccc32)cc1
→ -2	-2	-4	-0.4	-6	0	5	-1	4	3
- CCCN1Cc2cccc(C(=O)Nc3ccc4c(c3)OCO4)c2C1=O
→ -2	-3	-5	0.4	-3	3	-2	-3	2	9
- COc1cc(-c2nc(CN3CCN(C(=O)c4ccco4)CC3)c(C)o2)ccc1F
→ 0	-5	-1	-1.4	-2	-1	0	0	5	13

Source: PubChem BioAssay (The Scripps Research Institute Molecular Screening Center)
